# NADH coupling = inhibitors of PK/LDH coupling enzymes, profiling panel, artefact control, biochemical, MLSMR library. hit rate 0.02% among 65,000. IC50, µM (doses to about 10 µM), without a hit: at the highest dose inhibition. coupled PK/LDH NADH assays, four targets;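 active means single-dose screening hits from any of four coupled enzyme assays that gave an IC50 when retested across doses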;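 further: the DPM-DC format reads NADH fluorescence rather than 340 nm absorbance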
# SF1 activator = activators of human SF-1, primary screen, cell-based, CHO-K1, Gal4-SF-1 LBD, luciferase luminescence. Steroidogenic factor 1 (Homo sapiens), Q13285. CHO-K1 Gal4-SF-1 LBD luciferase reporter; % increase over DMSO SF-1-specific signal. activation, % at 10 µM. hit rate 1.9% among 65,000;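 active means activation above the mean activation of all tested compounds plus 3 SD, cut at about 50% in these data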
# Target sequence (Q13285 whole entry, looked up, the tested form may be a part): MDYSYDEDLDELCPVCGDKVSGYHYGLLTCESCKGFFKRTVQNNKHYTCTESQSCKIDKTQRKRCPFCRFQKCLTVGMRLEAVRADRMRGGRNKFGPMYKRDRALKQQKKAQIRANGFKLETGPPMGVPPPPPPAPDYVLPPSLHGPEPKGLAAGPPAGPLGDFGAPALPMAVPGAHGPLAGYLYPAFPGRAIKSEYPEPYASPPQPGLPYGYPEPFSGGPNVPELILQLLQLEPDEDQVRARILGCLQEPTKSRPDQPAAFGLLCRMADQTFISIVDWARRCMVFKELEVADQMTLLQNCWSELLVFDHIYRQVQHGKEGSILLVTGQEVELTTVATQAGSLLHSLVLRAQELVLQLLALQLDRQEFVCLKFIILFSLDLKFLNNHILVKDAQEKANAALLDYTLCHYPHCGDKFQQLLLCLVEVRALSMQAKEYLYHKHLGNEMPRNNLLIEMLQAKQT
#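 Compound – one dose, 10 µM compound, 1% DMSO · Test system – transient Gal4-SF-1 LBD reporter, CHO-K1 · Input – 4,000 cells in each well · Read-out basis – percent activation relative to DMSO median and mock-transfected background · Replicates – single measurement per compound · Technique – steady-glow luciferase luminescence, read after 15 min reagent incubation · Timing – 20 h compound treatment, 37 °C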
# HTR1A agonist = human 5-HT1a receptor agonists, primary screen, cell-based, CHO, Ga15 NFAT-bla reporter; CHO 5-HT1a Ga15 NFAT-bla reporter, FRET ratio; 0% basal, 100% maximal reference agonist; activation, % at 10 µM; hit rate 0.56% among 65,000;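 active means activation above the screen-wide mean activation plus 3 SD, cut at about 19% in these data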;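 further: 0% = DMSO wells and 100% = 5-CT at EC100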
# RORa activator = activators of orphan receptor RORA, primary screen, cell-based, luminescence; Nuclear receptor ROR-alpha (Homo sapiens), P35398; CHO-K1 Gal4-RORA LBD luciferase reporter; percent increase over mock-subtracted basal signal; activation, % at 10 µM; hit rate 1.5% among 65,000; AID 560, 2006;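 active means activation above the mean of all tested compounds plus 3 SD, cut at about 49% in these data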;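 further: 0% = DMSO-treated RORA cells and 100% = added signal equal to DMSO minus mock-transfected cells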
# Target sequence (P35398 whole entry, looked up, the tested form may be a part): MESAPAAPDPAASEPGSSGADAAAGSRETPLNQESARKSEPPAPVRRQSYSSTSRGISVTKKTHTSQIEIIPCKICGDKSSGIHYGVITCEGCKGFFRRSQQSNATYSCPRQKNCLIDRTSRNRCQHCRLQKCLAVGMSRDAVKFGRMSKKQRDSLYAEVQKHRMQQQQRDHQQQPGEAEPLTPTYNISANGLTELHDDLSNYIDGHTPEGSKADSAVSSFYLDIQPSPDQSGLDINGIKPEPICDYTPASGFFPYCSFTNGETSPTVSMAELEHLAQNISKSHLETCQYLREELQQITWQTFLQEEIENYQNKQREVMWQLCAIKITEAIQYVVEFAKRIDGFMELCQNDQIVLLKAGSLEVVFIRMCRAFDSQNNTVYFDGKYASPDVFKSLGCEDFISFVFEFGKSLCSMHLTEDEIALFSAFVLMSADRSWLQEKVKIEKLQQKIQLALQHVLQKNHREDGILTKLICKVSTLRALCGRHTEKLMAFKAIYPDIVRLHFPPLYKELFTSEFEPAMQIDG
# HTR1E antagonist = 5-HT1E receptor antagonists, primary screen, cell-based, HTS. CHO 5-HT1E Ga15 NFAT-bla reporter, FRET, antagonist. inhibition, % at 6 µM. hit rate 0.99% among 65,000. AID 571, 2007;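 active means inhibition above a set limit, the mean inhibition across every tested compound plus 3 SD, cut at about 29% in these data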;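 further: signal is the 460 over 535 nm emission ratio of beta-lactamase substrate; 0% = agonist plus DMSO wells and 100% = wells without agonist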
# Ecoli tolC = growth inhibitors of E. coli tolC mutant, primary screen, strain BW25113 ΔtolC::kan, 384-well; AID 573, 2007; hit rate 2.2% among 65,000; growth inhibition, % at 10 µM (by protocol); OD615;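 active means growth inhibition at or above a cutoff equal to the mean over every tested compound plus 3 SD, cut at about 60% in these data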;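 further: growth measured after 20 h incubation at 37 °C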
#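 System: E. coli ΔtolC::kan strain BW25113; Buffer or medium: LB broth supplemented with 50 µg/mL kanamycin; Compound: 10 µM final, single dose; Incubation: bacterial growth with compound for 20 h at 37 °C; Signal: A615 absorbance measurement; Evaluation: growth inhibition in percent.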
# HTR1E agonist = 5-HT1E receptor agonists, primary screen, cell-based, HTS; 5-hydroxytryptamine receptor 1E (Homo sapiens), P28566; CHO 5-HT1E Ga15 NFAT-bla reporter, FRET; 0% DMSO wells, 100% control agonist wells; activation, % at 6 µM; hit rate 0.69% among 65,000; AID 574, 2007;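 active means activation above a set limit, the screen-wide mean activation plus 3 SD, cut at about 8.5% in these data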;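 further: 100% = positive control agonist at 1 µM giving full maximal response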
# MMP-13 inhibitor = human MMP13 inhibitors, primary screen, biochemical, FRET peptide cleavage | Collagenase 3 (Homo sapiens), P45452 | MMP-13 fTHP FRET cleavage, Mca fluorescence | inhibition, % at 4 µM | hit rate 0.07% among 65,000 | AID 570, 2006;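 active means inhibition above the mean of compound-free control plate wells plus 3 SD, cut at about 14% in these data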;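 further: 0% = DMSO wells and 100% = wells with reference MMP-13 inhibitor after basal subtraction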
# 5-HT1A blocker = human 5-HT1a receptor antagonists, primary screen, cell-based, CHO, Ga15 NFAT-bla reporter; inhibition, % at 10 µM; CHO 5-HT1a Ga15 NFAT-bla reporter, antagonist mode; 5-hydroxytryptamine receptor 1A (Homo sapiens), P08908; AID 612, 2007; hit rate 0.68% among 62,000;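 active means inhibition above the mean of all tested compounds plus 3 SD, cut at about 43% in these data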;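 further: receptor stimulated by 5-CT agonist at 100 nM near EC80; beta-lactamase reporter measured by ratiometric fluorescence of a cleavable substrate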
# Starred values were filed as active, the others as inactive; . = no result given; [ ] = another dose, or the depositor's remark.
SMILES,NADH coupling,SF1 activator,HTR1A agonist,RORa activator,HTR1E antagonist,Ecoli tolC,HTR1E agonist,MMP-13 inhibitor,5-HT1A blocker
CC1NC(=O)NC1CCCCC(=O)O (centres undefined),5.0%,-9.9,-5.1,1.1,-10.8,-7.8,1.0,5.8,-3.0
CC1CCc2c(C(=O)Oc3cccc(-n4cnnn4)c3)csc2C1 (centres undefined),3.0%,7.9,-1.6,15.6,-6.9,68.9*,0.3,7.0,-17.2
COc1ccc(N(CC(=O)Nc2cccc(SC)c2)S(C)(=O)=O)cc1,6.0%,32.2,0.0,1.5,-16.4,3.9,-0.7,-4.3,7.6
c1ccc(-n2ncc3c(N4CCN(c5ccccn5)CC4)nc(N4CCCCC4)nc32)cc1,2.0%,11.3,-3.0,3.3,-3.5,2.9,-0.5,-1.5,-5.5
COc1ccccc1CC(=O)NCCc1ccc(S(N)(=O)=O)cc1,1.0%,6.3,-2.9,2.9,5.5,-13.4,-0.5,2.3,-5.6
Cc1nnc(C)c2c(C)n(C(C)c3ccccc3)c(C)c12 (centres undefined),3.0%,10.7,-0.3,0.1,-1.8,-4.2,-0.7,-5.7,-4.3
CCOCCn1c(CN2CCN(c3ccc(F)cc3)CC2)nc2c1c(=O)n(C)c(=O)n2C,7.0%,-10.5,-1.7,-7.1,6.0,-5.8,0.7,-3.4,-5.4
COc1ccc(C(=O)O)cc1F,2.0%,-6.7,0.9,-7.6,-2.9,-12.1,-0.4,3.9,4.0
O=C(O)COc1cccc(NC(=O)c2ccccc2)c1,0.0%,12.3,-2.7,-10.0,0.5,-13.5,-0.9,-1.4,4.7
COc1ccc(-n2nc(C(=O)NCC(=O)NCC3CCCO3)c3ccccc3c2=O)c(OC)c1 (centres undefined),3.0%,4.4,-0.7,-8.3,3.1,-4.1,-0.3,-1.1,3.0
O=C(CNCCO)NC12CC3CC(CC(C3)C1)C2,3.0%,-15.5,-0.8,-8.1,12.4,-11.6,-0.8,-8.6,-4.8
O=C(NC1CCCC1)C1CCN(S(=O)(=O)N2CCCCC2)CC1,6.0%,-8.9,-2.0,10.1,3.1,-3.4,-0.4,-3.4,-14.6
Cc1ccc(C)c(Cn2nnc3c(=O)[nH]c(C4CCCN(C(=O)C5CCCCC5)C4)nc32)c1 (centres undefined),2.0%,-2.3,2.5,-9.9,-2.4,46.4,-0.2,0.1,4.5
COc1ccc(N2C(=O)CC(N3CCN(c4nc5ccccc5s4)CC3)C2=O)cc1 (centres undefined),8.0%,-4.5,-1.3,5.2,3.0,1.9,0.7,-1.3,-9.2
O=C(CCCCCNc1nc(=S)[nH]c2ccccc12)N1CCN(c2ccccn2)CC1,0.0%,5.2,3.6,6.9,3.6,22.2,0.3,-1.1,-7.0
Fc1ccc(CSc2ncnc3c2oc2ccccc23)cc1,6.0%,0.2,1.0,-2.2,-0.2,-16.3,0.7,5.9,-7.1
CC(C)C(c1nnnn1C1CCCC1)N1c2ccccc2CC1C (centres undefined),5.0%,-8.8,-3.1,-9.2,2.9,73.9*,-0.9,1.6,0.6
O=C(Cc1cccs1)Nc1ccc2c(c1)C(=O)OC2,3.0%,-26.5,-1.1,-16.8,5.5,-8.5,0.3,3.0,4.2
CCOC(=O)c1ccc(NC(=O)CSc2nc3c(c(=O)n2-c2ccccc2OC)SCC3)cc1,6.0%,-5.7,-1.1,-16.3,7.1,11.8,0.8,-3.0,-0.9
COc1ccc(NC(=O)N(C2CCCCC2)C(C)c2ccco2)c(OC)c1 (centres undefined),10.0%,-1.3,-1.0,-7.4,3.2,68.6*,0.0,4.6,21.2
CCc1ccc2nc(NC3=NCN(CCCN4CCOCC4)CN3)nc(C)c2c1,2.0%,-4.7,-3.2,-17.9,3.5,-8.1,0.3,-5.2,-5.9
COc1ccc(NC(=O)Cc2ccc(Cl)cc2)cc1NC(=O)c1ccco1,6.0%,4.0,-0.6,-16.6,-8.3,15.1,0.5,2.6,4.6
CC(=O)c1cc2c(cc1NC(=O)CN1CCN(c3ccc(F)cc3)CC1)OCO2,4.0%,-2.8,-1.5,2.1,6.9,5.0,-0.2,8.0,4.0
O=C(NC1CCCCCC1)c1c(F)c(F)c(F)c(F)c1F,3.0%,-6.3,1.5,4.3,5.1,-7.8,-1.1,-10.5,-8.4
O=C(CN1CCN(c2ccccn2)CC1)NCCc1ccccc1,4.0%,7.3,1.4,-24.8,4.9,-2.9,-0.9,-2.9,-14.7

# 3 entries already listed, ordered by heavy-atom count, lowest first.
SMILES,NADH coupling,SF1 activator,HTR1A agonist,RORa activator,HTR1E antagonist,Ecoli tolC,HTR1E agonist,MMP-13 inhibitor,5-HT1A blocker
COc1ccc(NC(=O)N(C2CCCCC2)C(C)c2ccco2)c(OC)c1 (centres undefined),10.0%,-1.3,-1.0,-7.4,3.2,68.6*,0.0,4.6,21.2
COc1ccc(N2C(=O)CC(N3CCN(c4nc5ccccc5s4)CC3)C2=O)cc1 (centres undefined),8.0%,-4.5,-1.3,5.2,3.0,1.9,0.7,-1.3,-9.2
CCOC(=O)c1ccc(NC(=O)CSc2nc3c(c(=O)n2-c2ccccc2OC)SCC3)cc1,6.0%,-5.7,-1.1,-16.3,7.1,11.8,0.8,-3.0,-0.9

# Just HTR1E agonist, RORa activator and Ecoli tolC (4 entries from above):
structure,HTR1E agonist,RORa activator,Ecoli tolC
COc1ccc(NC(=O)N(C2CCCCC2)C(C)c2ccco2)c(OC)c1 (centres undefined),0.0,-7.4,68.6*
Cc1nnc(C)c2c(C)n(C(C)c3ccccc3)c(C)c12 (centres undefined),-0.7,0.1,-4.2
COc1ccc(N(CC(=O)Nc2cccc(SC)c2)S(C)(=O)=O)cc1,-0.7,1.5,3.9
O=C(CN1CCN(c2ccccn2)CC1)NCCc1ccccc1,-0.9,-24.8,-2.9

# The results go on.
SMILES,NADH coupling,SF1 activator,HTR1A agonist,RORa activator,HTR1E antagonist,Ecoli tolC,HTR1E agonist,MMP-13 inhibitor,5-HT1A blocker
COc1ccc(Cl)cc1NC(=O)C1CCCO1 (centres undefined),3.0%,-20.9,-0.9,-8.6,-1.0,11.6,-0.2,3.5,-2.1
Cc1ccc(C)n1-c1ccc(-n2cnnn2)cc1,1.0%,0.5,1.7,6.3,6.8,5.1,-0.7,-2.9,6.6
O=C(COC(=O)Cc1cn2ccsc2n1)NC12CC3CC(CC(C3)C1)C2,1.0%,5.1,-0.5,0.5,14.0,7.7,-1.9,2.0,3.5
Fc1ccc(OCc2nc(-c3ccc(Br)o3)no2)c(F)c1,7.0%,17.7,-0.6,12.9,-4.7,1.5,-0.9,0.6,-4.7
CCSc1nc2ccccc2n1Cc1nc(N)nc(N(C)C)n1,3.0%,-4.7,1.7,-16.8,10.1,9.9,1.1,-3.0,5.0
CCOC(=O)c1c(C)oc2cc(Br)c(O)c(Br)c12,1.0%,9.3,-2.4,15.9,-7.9,40.6,-0.6,-3.1,-13.5
Cc1[nH]c(=O)[nH]c(=O)c1CSc1nnc([C@@H](NC(=O)OC(C)(C)C)C(C)C)o1,8.0%,-9.3,0.3,-4.3,-19.1,-10.2,0.1,2.7,-9.0
CCc1ccc2oc(=O)cc(CN3CCN(c4ccc(F)cc4)CC3)c2c1,7.0%,-9.8,-0.2,3.9,17.8,0.7,1.2,5.0,1.0
COc1cccc(-c2csc(NC(=O)C3CC3)n2)c1,2.0%,60.1*,-2.2,74.4*,-3.7,31.4,0.5,0.7,9.2
CCC(C)[C@H](NC(=O)NCC1CCCO1)C(=O)OC (some centres undefined),10.0%,-17.2,-3.8,-9.4,-4.1,-21.9,-0.8,2.8,1.9
CC1CCN(C(=O)CN2C(=O)C(C)(C)Oc3ccc(C(=O)NC4CCCC4)cc32)CC1,3.0%,0.3,-1.6,9.8,3.3,2.4,0.4,3.1,0.2
CC1CCN(S(=O)(=O)c2ccc(Cl)cc2)CC1,1.0%,-11.7,1.0,-6.2,8.5,7.8,-1.2,-4.9,-1.0
O=C(Cc1ccccc1)NCCCN1CCN(CCCNC(=O)Cc2ccccc2)CC1,0.0%,1.6,0.7,-19.2,-0.1,-13.7,-0.8,1.8,-6.9
CCOC(=O)Cn1c(C)c(C#N)c2ccccc21,1.0%,-3.5,-1.4,17.1,-1.4,-9.9,-1.3,2.2,6.5
CCCOC(=O)CSc1nnc(-c2ccc(Cl)cc2Cl)o1,7.0%,4.7,1.1,-11.4,-0.7,31.3,-0.2,3.0,3.7
COc1ccc(CNc2cc(C)nc3ncnn23)c(OC)c1,7.0%,-30.1,-1.0,-67.0,18.9,-6.5,0.0,-1.7,21.1
Cc1cc(=O)[nH]c(SCC(=O)NCc2ccco2)n1,3.0%,-8.1,-2.8,-22.2,-1.0,-3.8,0.0,3.5,14.7
CC(=O)Nc1ccc(OC(=O)CC2SC(=O)NC2=O)cc1 (centres undefined),4.0%,0.6,4.6,-1.9,-4.3,0.5,-0.6,1.1,.
CCOc1ccc(-n2c(=O)c3c4c(sc3n(CC(=O)NCc3ccco3)c2=O)CCC4)cc1,5.0%,-11.0,1.1,-13.5,12.5,-23.2,0.4,0.6,-3.7
COc1ccc(S(=O)(=O)N(CCCN2CCOCC2)Cc2ccc(OC)c(OC)c2)cc1,4.0%,1.4,-1.0,-8.9,-11.2,-13.3,0.3,2.0,-4.3
CCOC(=O)CN(C(=O)c1ccccc1)c1ccccc1C,2.0%,-14.7,0.4,-6.7,-1.0,2.5,-0.7,2.8,17.6
N#Cc1nc(-c2ccco2)oc1NCCc1ccccc1,9.0%,-7.3,-1.3,32.5,4.7,34.7,0.2,-73.4[fluorescence artefact?],-12.6
CC(C)OCCCNC(=O)c1cccs1,3.0%,6.0,0.8,-8.7,-5.9,-16.8,0.5,4.0,-2.4
Cn1c(=O)[nH]c(=O)c2c1nc(N1CCc3ccccc3C1)n2CCSc1nc2ccccc2s1,2.0%,-19.4,-1.5,-4.1,-20.2,2.8,0.6,3.7,2.6
O=C(c1ccco1)N1CCN(CCOCCOc2cccc3ccccc23)CC1,5.0%,2.4,0.2,-6.3,-4.8,8.9,0.4,2.2,.
COCCn1c(CCC(=O)O)nc2c1c(=O)[nH]c(=O)n2CC(C)C,7.0%,-16.2,-2.6,-5.1,4.6,-24.9,-1.0,-2.7,-3.2
